From PubChem BioAssay
Runt-CBFb FRET = Runt domain-CBFb interaction inhibition. Q01196+Q13951. inhibition, % at 20 µM. Cerulean-Runt/Venus-CBFb FRET ratio 530/480, 1 h. AID 1496. actives 0.46% (n = 220,000);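 active = inhibition over about 50% at 20 µM in the single-dose screen, limit read from the data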;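 note: 0% = DMSO wells and 100% = excess unlabeled CBFb competitor control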
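Assay system: Cerulean-Runt domain fusion protein, energy donor; Signal: fluorescence energy transfer, 422 nm excitation, 530/480 nm emission; Timing: 1 h compound exposure, room temperature; Control set: unlabeled CBFb; Medium: Tris buffer pH 7.5 with salts and BSA; Compound: single test concentration of 20 µM, 1% DMSO final; Probe or stimulus: Venus-CBFb 100 nM.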
TNF death inh = TNF-alpha cell death inhibition in Jurkat FADD-/- cells | activation (protection from cell death), % at 10 µM | AID 463075 | actives 0.068% (n = 220,000) | Jurkat FADD-/- TNF necroptosis rescue, ATP luminescence, 24 h; 0 = TNF only, 100 = no-TNF cells;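 active = activation, meaning protection from cell death, of at least 50% relative to plate controls; inactive = activation below 50%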;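 note: necroptosis triggered by 40 ng/mL TNF-alpha added together with compound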
Runt-SMMHC FRET = Runt domain-CBFb-SMMHC interaction inhibition. inhibition, % at 20 µM. Cerulean-Runt/Venus-CBFb-SMMHC FRET ratio 530/480, 1 h. Q01196+Q13951. actives 0.74% (n = 220,000);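 active = mean inhibition across duplicate retests at 20 µM reaching about 50%, limit read from the data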;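 note: 0% = DMSO wells and 100% = wells with excess untagged CBFb-SMMHC; inhibitors lower the FRET ratio by blocking Runt binding to CBFb-SMMHC; some results filed as inactive read as strong as hits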
RBBP9 inhibitor = human RBBP9 hydrolase inhibition; O75884; recombinant RBBP9, FP-Rh probe fluorescence polarization; inhibition, % at 7.94 µM; actives 0.2% (n = 220,000); AID 1515;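 active = inhibition above the campaign mean of all tested compounds plus 3 SD, cut at about 14% in these data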;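 note: plate controls were DMSO wells with RBBP9 for no effect and wells lacking RBBP9 protein for full effect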
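System: RBBP9 protein | Quantity: 2.5 µM RBBP9 dispensing solution, before mixing | Reagent: FP-Rh probe, 375 nM dispensing solution | Timing: Enzyme-compound preincubation 30 min, then probe labeling 45 min, 25 °C | Measured by: Fluorescence polarization | Read-out: % inhibition | Replication: One well per compound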
PERK inhibitor = human PERK inhibition, primary cell-based screen; Q9NZJ5; inhibition, % at 5.6 µM; AID 1416; actives 0.17% (n = 220,000); CHO PERK-DD fusion, SEAP luminescence translation reporter;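 active = inhibition above the mean inhibition of all tested compounds plus 3 SD, set separately per screening campaign, cut at about 2.9% in these data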;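 note: PERK kinase domain activated by AP20187 dimerizer at 100 nM; 0% = DMSO with dimerizer and 100% = rapamycin at 8.4 µM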
Target sequence (Q9NZJ5 whole entry, looked up, the tested form may be a part): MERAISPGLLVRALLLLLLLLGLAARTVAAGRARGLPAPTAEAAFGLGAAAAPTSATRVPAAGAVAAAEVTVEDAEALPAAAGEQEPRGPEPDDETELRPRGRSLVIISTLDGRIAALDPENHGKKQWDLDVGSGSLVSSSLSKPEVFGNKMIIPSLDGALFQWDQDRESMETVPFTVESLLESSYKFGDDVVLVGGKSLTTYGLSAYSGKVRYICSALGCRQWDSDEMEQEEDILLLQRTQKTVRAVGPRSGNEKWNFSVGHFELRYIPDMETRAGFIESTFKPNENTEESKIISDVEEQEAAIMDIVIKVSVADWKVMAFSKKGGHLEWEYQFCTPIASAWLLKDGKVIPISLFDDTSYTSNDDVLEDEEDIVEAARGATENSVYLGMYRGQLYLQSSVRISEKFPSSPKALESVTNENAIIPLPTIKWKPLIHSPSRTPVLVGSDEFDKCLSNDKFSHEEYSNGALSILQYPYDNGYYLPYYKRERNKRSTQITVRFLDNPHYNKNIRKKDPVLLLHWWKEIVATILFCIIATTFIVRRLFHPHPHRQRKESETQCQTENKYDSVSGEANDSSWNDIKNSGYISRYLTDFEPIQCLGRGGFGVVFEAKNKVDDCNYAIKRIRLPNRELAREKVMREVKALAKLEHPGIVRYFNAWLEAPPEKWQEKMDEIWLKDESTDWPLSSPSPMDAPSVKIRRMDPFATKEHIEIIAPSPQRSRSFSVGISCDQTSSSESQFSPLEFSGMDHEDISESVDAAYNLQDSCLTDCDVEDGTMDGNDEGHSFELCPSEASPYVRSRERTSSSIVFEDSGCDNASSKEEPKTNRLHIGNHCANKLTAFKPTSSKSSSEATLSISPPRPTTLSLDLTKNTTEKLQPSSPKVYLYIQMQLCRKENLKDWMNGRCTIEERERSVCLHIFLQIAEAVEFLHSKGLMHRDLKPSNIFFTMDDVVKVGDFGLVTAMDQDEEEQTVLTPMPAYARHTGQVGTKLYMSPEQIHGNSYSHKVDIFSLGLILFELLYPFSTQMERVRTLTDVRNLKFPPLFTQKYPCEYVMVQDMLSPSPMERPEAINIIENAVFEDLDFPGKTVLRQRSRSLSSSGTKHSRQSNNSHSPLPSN
EP2 mod = modulators of human EP2 prostaglandin E2 receptor. induction, % at 25 µM. EP2-expressing cells, cAMP HTRF FRET, PGE2 co-stimulation. actives 0.83% (n = 260,000);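 active = compounds whose cAMP rise, as percent of the full-agonist control response, exceeds 60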;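 note: rat C6 glioma line stably carrying human EP2 under a CMV promoter; the protocol text gives 20 µM as final concentration; 100% = response of wells given 1 µM PGE2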
zVAD death inh = blocks zVAD induced death of L929 cells | L929 zVAD necroptosis rescue, ATP luminescence, 24 h; with zVAD 60 µM | viability rescue, % at 10 µM | actives 0.38% (n = 220,000) | AID 1377;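 active = activation, scaled between plate controls, above about 75%, limit read from the data; inactive = activation under that limit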;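 note: 0% = zVAD with DMSO and 100% = DMSO alone without zVAD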
EP2 antag = blocks the human prostaglandin E2 receptor EP2; C6 glioma cells expressing human EP2, cAMP TR-FRET; cells stimulated with saturating PGE2; inhibition, % at 25 µM; P43116; actives 0.52% (n = 260,000); AID 1422;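 active = percent inhibition above 40 after rounding to a whole number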;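 note: rat C6 glioma host cells with rolipram phosphodiesterase inhibitor present; the protocol text gives 20 µM as final concentration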
Hck-Nef inh = blocks Nef-activated human Hck kinase; Recombinant Hck-YEEI plus Nef, Z-Lyte FRET kinase assay; actives 0.68% (n = 220,000); inhibition, % at 20 µM; AID 463187;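 active = Hck-Nef kinase inhibition above about 50%, limit read from the data; inactive = inhibition below that limit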;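 note: 0% = DMSO with Hck plus Nef and 100% = Hck alone without Nef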
Active calls of the source: *; . = not tested or not shown.

SMILES	Runt-CBFb FRET	TNF death inh	Runt-SMMHC FRET	RBBP9 inhibitor	PERK inhibitor	EP2 mod	zVAD death inh	EP2 antag	Hck-Nef inh
COC(=O)C(NC(=O)c1ccco1)(Nc1ccc(Br)cn1)C(F)(F)F (stereo not given)	-3	-2.1	1	-5	-1.1	18	0.6	2	0
C/C(=N\NC(=O)c1cccc(Cl)c1)C1C(=O)c2ccccc2C1=O	-4	0.6	-2	-4	0.1	-37	1.5	9	-23
CC(C)(C)NC(=O)C(c1ccc(F)cc1)N(Cc1ccco1)C(=O)Cn1nnc(-c2cccs2)n1 (stereo not given)	1	-3.8	3	-4	-0.8	12	-0.2	3	10
O=c1nc(Nc2ccccc2)oc2ccccc12	1	0.0	1	-11	0.6	-17	-0.2	11	23
CC(N=Cc1cc([N+](=O)[O-])ccc1O)c1ccccc1 (stereo not given)	-2	-0.6	4	-8	0.1	-33	-0.6	4	27
C=C1C2(C(=O)Nc3nccs3)CCC(C2)C1(C)C (stereo not given)	-2	1.6	-2	-7	0.4	42	4.8	7	2
Cn1c(=O)[nH]c(=O)c2c1nc(Br)n2Cc1ccccc1Cl	-1	-3.6	5	-2	0.5	9	-0.2	9	3
Cc1ccc(C(=O)N2CCCC2)cc1S(=O)(=O)Nc1cccc(C)c1C	0	-0.1	3	-7	0.2	-11	0.9	6	4
COC(=O)c1cc(=O)n(Cc2ccc3c(c2)OCO3)c(=Nc2ccccc2)s1	-1	-4.5	-6	-4	0.7	27	-1.1	14	-4
COc1cc(/C=C/C(=O)OCC(=O)NC(=O)NC(C)C)ccc1OCC#N	-2	0.7	4	-1	0.2	19	31	6	5
CCOC(=O)N1CCN(C(=O)CSc2ccc(-c3ccncc3)nn2)CC1	-1	0.1	4	-11	0.2	6	1.2	5	19
O=C(O)CCSc1nnc(COc2ccc([N+](=O)[O-])cc2)n1-c1ccccc1	3	1.7	1	-4	-0.1	6	3.2	3	23
NC(=O)COc1ccccc1/C=C1/SC(=O)N(CC(=O)N2CCc3ccccc3C2)C1=O	-9	-4.6	-2	-2	-1.0	-7	-0.6	.	-1
O=C(COC(=O)c1ccc2c(c1)OCCO2)NCc1ccccc1	0	-2.5	-4	-4	1.1	-14	-0.1	9	1
CCOC(=O)c1ccccc1NC(=O)COC(=O)C(CC(C)C)NC(N)=O (stereo not given)	-2	0.2	-1	0	0.1	-2	0.2	6	22
Cn1c(=O)n(CCc2ccccc2)c(=O)c2c1ncn2Cc1ccccc1	-1	-5.7	2	0	-1.0	-18	-1.1	7	21
CNC(=O)CSc1nc2nc(C)cc(C)n2n1	4	-1.6	-2	6	1.8	12	0.2	18	-18
CC1CC1C(=O)OCC(=O)c1c(N)n(C)c(=O)n(C)c1=O (stereo not given)	0	0.1	-4	0	0.4	-17	0.6	6	18
O=C(Nc1ccc(S(=O)(=O)Nc2ncccn2)cc1)c1cncc(Br)c1	1	1.3	1	1	0.5	11	0.8	5	1
N/C(CSc1ccc(Cl)cc1)=N\NC(=O)c1ccncc1	0	1.8	-5	-6	0.1	6	3.4	7	-5
Cc1ccc(-c2nnc(SCc3ccc(C#N)cc3)n2Cc2ccco2)cc1	4	-0.3	4	1	0.4	21	0.3	11	1
Cc1cccc(NC(=S)NNC(=O)c2ccc(Br)o2)c1	0	-2.3	2	-3	1.2	19	0.0	8	-1
COc1ccc(C2C=C(c3ccccc3)Nc3nc(NC(C)=O)nn32)cc1 (stereo not given)	-90	-1.5	2	-4	-1.2	3	-0.2	6	-3
Cc1ccc(CSCC(=O)N2CCN(c3ccc(F)cc3)CC2)cc1	-3	0.1	-1	-4	0.7	6	0.2	2	2
Cc1ccc(-n2nc3c(c2NC(=O)c2ccc(Br)o2)CSC3)c(C)c1	-6	0.4	-2	-9	-1.4	52	0.1	5	7
CCN1CCN(CCCNC(=O)c2ccc3c(c2)NC(=O)c2ccccc2S3)CC1	0	2.2	0	-7	0.3	-9	0.4	4	-3
CC(OC(=O)c1cc2sccc2n1C)C(=O)NCc1ccco1 (stereo not given)	-2	-4.4	2	-4	-0.9	-27	0.0	6	2
Cc1cc2nc(C)n(CCCNC(=O)Nc3cccc4ccccc34)c2cc1C	-5	-3.7	-10	-7	-0.8	-57	-0.1	34	19
Cc1cc(C)n(-c2nc(NC(C)(C)C)nc(NC(C)(C)C)n2)n1	-4	-7.5	1	-1	1.5	12	0.0	3	2
Cc1nc(Nc2ccncc2)c2oc3ccccc3c2n1	2	1.1	2	1	1.9	-12	0.7	-1	0

Copied from the list:
Hck-Nef inh, COc1ccc(C2C=C(c3ccccc3)Nc3nc(NC(C)=O)nn32)cc1 (stereo not given) reads -3
EP2 antag, Cc1ccc(-c2nnc(SCc3ccc(C#N)cc3)n2Cc2ccco2)cc1 reads 11

The list goes on:
SMILES	Runt-CBFb FRET	TNF death inh	Runt-SMMHC FRET	RBBP9 inhibitor	PERK inhibitor	EP2 mod	zVAD death inh	EP2 antag	Hck-Nef inh
CCc1ccccc1NC(=O)CN(C)C(=O)CSc1nn(-c2ccccc2)c(=S)s1	-1	3.3	1	-4	0.0	30	1.8	7	3
COc1ccc(CS(=O)(=O)CC2(O)CCN(C(=O)c3cccc(C(F)(F)F)c3)CC2)cc1	0	1.1	-1	-6	-0.6	-25	-0.9	6	4
COC(=O)c1c(C)[nH]c(C=O)c1-c1ccccc1	0	0.2	2	-2	-2.3	-2	0.3	11	18
CCc1ccc(N2C(=O)/C(=C/c3cccs3)N(CC(=O)OC)C2=S)cc1	-1	-3.8	-4	-6	-0.8	25	0.3	8	0
CCOC(=O)CCCN1CC(O)=C(c2nc(-c3ccc(Cl)cc3)cs2)C1=N	0	1.5	-1	-10	-1.6	-35	0.8	8	28
CC(=O)C1=C(O)C(=O)N(C2CCCCC2)C1c1ccccc1 (stereo not given)	-2	-1.1	5	-5	-0.1	33	0.3	18	1
O=C(NCC(O)c1ccccc1)c1cccc(S(=O)(=O)N2CCOCC2)c1 (stereo not given)	0	1.2	-1	-2	1.1	-1	.	5	-4
CCOC(=O)c1c(C2COc3ccccc3O2)csc1NC(=O)c1ccccc1 (stereo not given)	-3	0.0	1	-1	0.4	32	0.1	5	-2
O=C(Nc1ccc2oc(=O)ccc2c1)c1ccccc1[N+](=O)[O-]	1	1.9	2	-5	0.9	-52	1.6	6	20
COc1ccc(S(=O)(=O)N2CCOCC2)cc1NC(=O)Cc1c(Cl)cccc1Cl	-2	2.2	6	-7	-0.4	18	-0.2	5	4
COC(=O)CC(=O)CSc1nc2c(cc1C#N)CCCCC2	35	-1.6	36	6	0.4	-50	-0.2	6	5
CCC(C)(C(=O)NC1CCCC1)N(C)C(=O)Cc1c[nH]c2ccccc12 (stereo not given)	-1	-0.4	1	-10	1.0	38	0.5	5	-4
Cc1ccc(C2CC(=O)Nc3c2ccc2ccccc32)cc1[N+](=O)[O-] (stereo not given)	0	3.5	0	-9	-0.1	-10	0.8	6	6
Cc1ccc2nsnc2c1S(=O)(=O)N1CCN(Cc2ccc3c(c2)OCO3)CC1	-1	0.3	2	-4	0.0	-14	-0.5	9	2
CCOC(=O)C1=C(N)c2ccccc2CC1C1CCCC1 (stereo not given)	2	1.1	-2	-4	0.9	43	-0.3	7	14
CCOC(=O)/C(=N/Nc1ccc(OC)cc1)Sc1nnc(CCc2ccccc2)n1-c1ccccc1	-2	0.9	2	-3	-0.6	22	0.0	-1	8
COc1ccc(S(=O)(=O)N2CCOCC2)cc1NC(=O)CSc1cccc[n+]1[O-]	1	10	-5	10	-0.2	6	3.0	3	4
COc1ccc(OC)c(NC(=O)CSc2nnc(-c3cccnc3)s2)c1	1	0.6	10	0	-0.5	-36	60	8	21
COc1ccc(CCn2c(-c3ccc(F)cc3)nc3c(c(=O)c4ccccc4n3C)c2=O)cc1OC	0	0.1	-3	3	-0.9	-3	-0.2	6	-42
Cc1ccc(C)c(N2C(=O)CN=C2Nc2ccccc2Cl)c1	0	0.2	0	-2	0.2	11	1.3	6	0
CC(Oc1ccccc1)C(=O)N=Nc1c(O)[nH]c2ccc(Br)cc12 (stereo not given)	2	-0.9	0	-3	0.3	-32	2.8	2	25
CC(NC(=O)c1cccc(S(=O)(=O)N(C)C)c1)c1nc2ccccc2[nH]1 (stereo not given)	2	2.0	-4	-3	0.4	-17	2.0	9	18
COc1cc(C2NCCc3c2[nH]c2ccccc32)ccc1OC(C)C (stereo not given)	.	4.2	.	0	0.2	-57	1.4	6	19
Cc1cccc2nc(-c3cccc(NC(=O)Cc4ccccc4)c3)cn12	-4	1.7	-1	-4	-0.3	-74	0.0	8	9
Cc1noc(C)c1S(=O)(=O)N1CCC(C(=O)c2ccccc2)CC1	3	1.4	-4	7	-0.9	-27	0.2	9	15
Cc1cccc(N2CCN(S(=O)(=O)c3cccc4nonc34)CC2)c1C	0	-2.4	-3	-5	0.3	-5	0.7	9	2
CC1(c2ccccc2)NC(=O)N(CC(=O)Nc2ccc([N+](=O)[O-])cc2)C1=O (stereo not given)	2	2.7	-4	-7	0.0	-53	1.7	8	15
CCC(NS(=O)(=O)c1c(C)[nH]c(=O)[nH]c1=O)C12CC3CC(CC(C3)C1)C2 (stereo not given)	-1	0.7	1	-15	-0.8	17	-0.1	3	-10
Cc1ccc(S(=O)(=O)NCC(=O)OC(C(=O)c2ccccc2)c2ccccc2)cc1 (stereo not given)	-2	-0.1	7	-7	0.5	20	-0.2	0	2
COC(=O)c1sccc1NC(=O)CSc1ccccc1NS(=O)(=O)c1cc(Cl)ccc1Cl	0	-6.8	2	-8	0.1	14	-0.2	12	1
CC(=O)c1ccc(-c2ccc(C(=O)N3CCN(c4ccc(F)cc4)CC3)o2)cc1	-3	1.1	-1	-4	0.1	-76	-0.1	2	16
CC(=O)c1cc(CN2CCN(C3CCN(C(C)C)CC3)C(CCO)C2)cs1 (stereo not given)	2	-0.8	3	1	1.0	-7	-0.6	6	9
CCOC(=O)c1nn(-c2ccc(F)cc2)c2nc(-c3ccccc3)c(C#N)c(=O)n12	-2	0.2	-3	-7	-1.2	65*	-0.1	9	2
Cc1ccnc(NS(=O)(=O)c2ccc(NC(=O)/C=C/c3cccs3)cc2)n1	-1	-0.3	0	-12	-0.6	-2	-1.6	5	8
CSc1nsc(/C=C/Nc2ccc(F)cc2)c1C#N	4	-0.3	0	0	0.8	-4	5.0	13	22

Some of the compounds tested; the hit share may differ from the screen's.
